Shiga inhibitor: A qHTS for Small Molecule Inhibitors of Shiga Toxin | inhibition, % at 38.7 µM | Vero cells, Shiga toxin protein synthesis inhibition reporter | 290,000 compounds, 9.2% hits; in the data active = inhibition mostly above about 28%, no sharp cut-off; inactive = mostly below about 43%; also: 0% is about no effect
LmPK inhibitor: qHTS Assay for Inhibitors of Leishmania Mexicana Pyruvate Kinase (LmPK); purified LmPK, Kinase-Glo ATP luminescence, 1 h; Potency, µM (doses to about 57.5 µM), for inactives: at the highest dose activity change, negative = inhibition, usual class: inhibitors; 290,000 compounds, 0.37% hits; AID 1721, 2009; also: potency is read from the fitted curve at half-maximal effect; % is scaled to controls: 0 for no effect and ±100 for the full control effect
Target sequence (Q27686 whole entry, looked up): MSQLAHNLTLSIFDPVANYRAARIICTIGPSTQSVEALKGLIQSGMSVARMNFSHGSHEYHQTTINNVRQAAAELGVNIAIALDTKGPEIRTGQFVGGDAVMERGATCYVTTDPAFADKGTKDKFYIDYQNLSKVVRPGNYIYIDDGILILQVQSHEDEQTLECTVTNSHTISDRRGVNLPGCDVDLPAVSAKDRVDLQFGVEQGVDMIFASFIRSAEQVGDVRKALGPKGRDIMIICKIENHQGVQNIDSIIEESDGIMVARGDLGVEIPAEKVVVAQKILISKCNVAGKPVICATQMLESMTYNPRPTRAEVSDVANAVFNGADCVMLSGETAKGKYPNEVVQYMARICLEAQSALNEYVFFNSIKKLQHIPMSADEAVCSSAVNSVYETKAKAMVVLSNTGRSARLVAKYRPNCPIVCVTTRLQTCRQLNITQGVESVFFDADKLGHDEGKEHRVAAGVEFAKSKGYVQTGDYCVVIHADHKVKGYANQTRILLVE
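Purified LmPK (0.1 nM) with 0.5 mM PEP and 0.1 mM ADP in imidazole buffer pH 7.2 with MgCl2/KCl, 1 h at room temperature. ATP formed was read by luciferase luminescence and normalized to no-enzyme and uninhibited controls.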
Pf growth 48h: Primary qHTS for delayed death inhibitors of the malarial parasite plastid, 48 hour incubation. P. falciparum luciferase growth in erythrocytes, 48 h. AID 504832, 2011. Potency, µM (series often up to 28.7 µM), inactives show top-dose activity change, negative = inhibition, most hits filed as inhibitors. 310,000 compounds, 5.9% hits; also: potency is read from the fitted curve at half-maximal effect; % is scaled to controls: 0 for no effect and ±100 for the full control effect
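Erythrocytes infected with P. falciparum carrying an integrated firefly luciferase reporter (2% hematocrit, 0.1% parasitemia final) were exposed to compounds in RPMI 1640 with 0.5% Albumax at 37 C, 5% CO2. Growth inhibition was scored as reduced luminescence.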
Tb PYK inh: qHTS of Trypanosoma Brucei Inhibitors | AID 624173, 2012 | 410,000 compounds, 0.12% hits | Potency, µM (doses to about 76.8 µM), for the others: top-dose activity, negative = inhibition, actives largely listed as inhibitors | TbPYK enzyme, Kinase-Glo Plus ATP luminescence, 45 min | pyruvate kinase (Trypanosoma brucei), Q57TT1; also: potency is read from the fitted curve at half-maximal effect; % is scaled to controls: 0 for no effect and ±100 for the full control effect; nearly all actives have a fitted effect of over 50% in size
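In this concentration-response screen, enzyme-free wells defined baseline while DMSO plates tracked drift. Each reaction combined TbPYK, substrate, compound and 130 uM ADP for 45 min at room temperature. Kinase-Glo Plus luminescence gave the signal.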
CHX counter: Cycloheximide Counterscreen for Small Molecule Inhibitors of Shiga Toxin. AID 2314, 2010. max response, %. cell reporter, cycloheximide protein synthesis inhibition counterscreen. 300,000 compounds, 12% hits; in the data active = max response mostly above about 13%, no sharp cut-off; inactive = mostly below about 14%; also: read at 38.3 µM for the half of the compounds with a filed dose; 0% is about no effect
HCV inh: qHTS Assay for Inhibitors of Hepatitis C Virus (HCV). Huh7.5.1 HCVcc-Cre infection, luciferase reporter, 44 h. 340,000 compounds, 3.4% hits. AID 651820, 2012. Potency, µM (highest dose often 41.8 µM), for inactives: at the highest dose activity change, negative = inhibition, hits mostly inhibitors; also: potency is read from the fitted curve at half-maximal effect; % is scaled to controls: 0 for no effect and ±100 for the full control effect
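Compounds are dispensed onto cells plated 4 h earlier at 1,000 per well, with HCVcc-Cre virus (about 0.5 moi) added next. Following 44 h of culture, luminescent signal is measured for 15 sec after 15 min with substrate at room temperature.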
Pf growth 96h: Primary qHTS for delayed death inhibitors of the malarial parasite plastid, 96 hour incubation; P. falciparum luciferase reporter growth, 96 h; Potency, µM (series often up to 28.7 µM), inactives show at the highest dose activity change, negative = inhibition, hits mostly inhibitors; 320,000 compounds, 6.9% hits; also: potency is read from the fitted curve at half-maximal effect; % is scaled to controls: 0 for no effect and ±100 for the full control effect
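Parasite growth measured via integrated firefly luciferase reporter in P. falciparum. Infected erythrocytes at 2% hematocrit, 0.05% parasitemia final were treated 96 hours at 37 C under 5% CO2, and luminescence was read.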
Active calls of the source: *; ? = inconclusive; · = no result given; & = joins results of further samples; [ ] = another dose, or the depositor's remark. Unless noted, calls follow the shape of the dose curve; as a rule, active = well fitted curve in the direction sought with a large enough effect; inconclusive = small, poorly fitted or top-dose-only effect, or another doubt; inactive = no such curve, though single readings can be large; an effect the other way counts as inactive or inconclusive.

SMILES	Shiga inhibitor	LmPK inhibitor	Pf growth 48h	Tb PYK inh	CHX counter	HCV inh	Pf growth 96h
CCOC(=O)C1CCN(c2c(N(C)Cc3ccco3)c(=O)c2=O)CC1	-9	3%	10%	0%	-3	-7%	?
CC(=O)N1c2ccc(S(=O)(=O)NCC3CCC(C(=O)N(C)Cc4ccccc4)CC3)cc2CC1C (configuration not stated)	2	-3%	13µM*	0%	1	?	?
Cc1ccc2c(c1)C1OCCC1C1N2C(=O)C2C(C(=O)O)C3C=CC21O3 (configuration not stated)	18	13%	7%	1%	17	-1%	·
COC(=O)C1CCN(C(=O)N2CCOCC2)CC1	2	-3%	6%	-2%	-2	18%	-3%
O=C(CSc1nnnn1C1CCCC1)Nc1ccc2c(c1)OCCO2	129*	-2%	21%	5%	21*	-4%	?
O=C(COC(=O)CNC(=O)C1CCCCC1)Nc1ccc(Cl)cn1	-7	1%	11%	-4%	3	13%	?
CCOC(=O)N1CCN(C(=O)C2CCN(C(=O)c3cc(OC)cc(OC)c3)CC2)CC1	-8	-3%	4%	4%	-2	-1%	2%
Cc1cccc(C)c1NC(=O)C1(N(Cc2ccco2)C(=O)c2ccccn2)CCCC1	35	-3%	-14%	4%	-2	9%	-17%
CCOC(=O)C(=O)Nc1ccccc1C(=O)NC(C)C	-8	-1%	·	-1%	-2	8%	-13%
CC1=C(C(=O)N(C)C)C(c2ccc(C)s2)NC(=S)N1 (configuration not stated)	-6	0%	1%	-3%	6	5%	18%
CCOC(=O)N1CCC(NC(=O)CCS(=O)(=O)c2ccc3c(c2)CCN3C(C)=O)CC1	-6	0%	-5%	-1%	-7	28%	?
CCCCn1c(-c2cccnc2)n[nH]c1=S	-4	-25%	-1%	?	-4	3%	2.6µM*
Cc1c(C(=O)N(C)C2CCCCC2)sc2ncnc(N3CCN(c4ccccc4)CC3)c12	-2	-6%	?	0%	-2	?	58%[activator]
O=C(/C=C/c1ccc(O)c(O)c1)O[C@H](Cc1ccc(O)c(O)c1)C(=O)O	12	21%	59%[activator]	·	0	·	8%
CCOC(=O)C1CCN(CC(=O)NC(=O)NC2CCCCC2)CC1	13	5%	-3%	4%	11	8%	?

Reprinted from the part before: two compounds, then new ones.
SMILES	Shiga inhibitor	LmPK inhibitor	Pf growth 48h	Tb PYK inh	CHX counter	HCV inh	Pf growth 96h
O=C(/C=C/c1ccc(O)c(O)c1)O[C@H](Cc1ccc(O)c(O)c1)C(=O)O	12	21%	59%[activator]	·	0	·	8%
CCOC(=O)C1CCN(CC(=O)NC(=O)NC2CCCCC2)CC1	13	5%	-3%	4%	11	8%	?
CC1(C)CC(NNCCC#N)=CC(=[N+]2CCCC2)C1	-6	11%	0%	-25%	3	1%	?
NNC(=O)c1sc2nc(N3CCOCC3)c3c(c2c1N)CCCC3	17	-2%	?	-4%	8	?	?
CC(=O)N1CCN(S(=O)(=O)c2ccc3c(c2)CC(=O)N3)CC1	·	·	12%	4%	·	8%	5%
CC1(c2nnc(-c3cccc(Cl)c3)o2)CC(c2ccccc2Br)=NO1 (configuration not stated)	8	-5%	4%	-5%	-1	-3%	?
O=[N+]([O-])c1ccc(NCCCN2CCOCC2)c([N+](=O)[O-])c1	-10	-2%	8%	-4%	-1	1%	19%
CN1C(=O)[C@@H]2C[C@@]3([C@@]45C[C@H]6C(=O)N(C)[C@@H](Cc7ccccc7)C(=O)N6[C@@H]4Nc4ccccc45)c4ccccc4N[C@H]3N2C(=O)[C@@H]1Cc1ccccc1	·	·	12µM*	2%	·	?	?
Cc1ccc(C(=O)NNC(=S)NCC2CCCO2)cc1[N+](=O)[O-] (configuration not stated)	35	-11%	33%[activator]	-11%	-3	27%	57%[activator]
Cc1cc(-c2nnc(CCC(=O)NC(C)c3ccc(F)cc3)o2)no1 (configuration not stated)	43	2%	41%[activator]	4%	10	17%	?
Cc1cccc(C)c1OCC(=O)Nc1cc(Cl)ccc1-n1cncn1	·	·	13µM*	-3%	·	?	13µM*
FC(F)(F)c1ccc2c(c1)nnn2C1CCN(Cc2nnnn2Cc2ccccc2)CC1	3	0%	7.4µM*	-7%	0	-21%	10µM*
CCc1ccccc1NC(=O)CN(C)S(=O)(=O)c1ccc(-c2ccc(=O)[nH]n2)s1	-5	-1%	?	1%	-1	2%	?
CN(C)c1ccc(CN(C(=O)COc2ccc(F)cc2)C2CCS(=O)(=O)C2)cc1 (configuration not stated)	-40	0%	4%	-2%	-2	-1%	-22%
CCN(CC)CCNC(=O)Cn1ncc2ccccc2c1=O	-9	-3%	12%	-4%	1	12%	23%
Cc1ccc(C(=O)N2CCC(C(N)=O)CC2)cc1C	2	-7%	19%	6%	-4	0%	-22%
O=C(c1cccn2c(=O)c3cc(Cl)ccc3nc12)N1CCOCC1	-7	-4%	13µM*	4%	6	-6%	10µM*
O=C(COC(=O)CCc1c[nH]c2ccccc12)NCc1ccc(Cl)cc1	-5	0%	21%	-5%	-4	11%	16%
CC(NC(=O)c1ccccc1O)c1ccccc1 (configuration not stated)	-16	-1%	-13%	0%	-1	-3%	·
Nc1c(C(=O)OCC(=O)NCc2ccccc2)[nH]c(=O)[nH]c1=O	39	3%	-7%	1%	15	-5%	-3%
O=C(c1ccc(S(=O)(=O)N2CCCCC2)cc1)N1CCN(CCN2C(=O)c3cccc4cccc(c34)C2=O)CC1	-8	6%	?	-5%	-5	?	3.3µM*
CC(=O)c1ccccc1NS(C)(=O)=O	-2	-4%	0%	2%	7	-7%	20%
COc1ccc(Cl)cc1NC(=O)c1ccco1	-8	-10%	8%	4%	-3	11µM*	·
O=C(O)c1ccc(COc2ccc(/C=N/NC(=O)c3cccs3)cc2)cc1	113	-2%	42%[activator]	-7%	73	12%	91%[activator]
O=C(O)/C=C/c1cccc2c1OCCO2	-5	0%	?	6%	2	3%	41%[activator]
COc1ccccc1-c1nnc(SCC(=O)NC2CC2)n1C	·	·	-6%	-6%	·	0%	2%
C#CCNC(=O)C1=C[C@@H](c2ccc(C(F)(F)F)cc2)[C@H](CCCO)[C@@H](OCC)O1	-10	9%	?	3%	1	7%	12µM*
Nn1nnc2ccccc21	24	-1%	40%[activator]	-15%	14*	26%	52%[activator]
Cc1ccc(C)c(NC(=O)COC(=O)CCc2ccc(S(=O)(=O)N3CCOCC3)cc2)c1	25	6%	51%[activator]	3%	-2	28%	16%
CC(NC(=O)Nc1ccc(F)cc1F)c1ccc2c(c1)OCO2 (configuration not stated)	-11	8%	?	3%	2	-10%	?
CCCCc1ccc(NC(=O)COc2ccc(C(=O)Nc3ccccc3OC)cc2)cc1	-4	4%	2%	·	-3	-13%	?
O=S1(=O)N=C(Nc2ccc(N3CCOCC3)c(Cl)c2)c2ccccc21	85*	1%	59%[activator]	4%	48*	-12%	-4%

Among those listed so far, these contain a nitro group on carbon.
SMILES	Shiga inhibitor	LmPK inhibitor	Pf growth 48h	Tb PYK inh	CHX counter	HCV inh	Pf growth 96h
O=[N+]([O-])c1ccc(NCCCN2CCOCC2)c([N+](=O)[O-])c1	-10	-2%	8%	-4%	-1	1%	19%
Cc1ccc(C(=O)NNC(=S)NCC2CCCO2)cc1[N+](=O)[O-] (configuration not stated)	35	-11%	33%[activator]	-11%	-3	27%	57%[activator]

(next part)
SMILES	Shiga inhibitor	LmPK inhibitor	Pf growth 48h	Tb PYK inh	CHX counter	HCV inh	Pf growth 96h
O=C(CCCCCNC(=O)c1ccccc1)C[N+](=O)[O-]	-8	7%	30%[activator]	7%	-2	13%	19%
O=C(OC(C(=O)NCc1ccco1)C(OC(=O)c1ccccc1)C(=O)NCc1ccco1)c1ccccc1 (configuration not stated)	66*	4%	10%	4%	17*	-2%	6%
CCN(C(=O)c1cnc(OC)cc1C(F)(F)F)c1ccc(Cl)cc1	-1	3%	-18%	-13%	8	11%	?
Cc1ccc(NC(=O)COC(=O)CCC(=O)c2ccc(Cl)cc2)cc1S(=O)(=O)N(C)C	-17	3%	2%	-17%	-5	8%	-6%
CC(OC(=O)c1ccccn1)C(=O)Nc1ccc(C(F)(F)F)cc1 (configuration not stated)	·	·	1%	6%	·	-1%	?
COc1ccc(C(=O)CN(CCC(=O)O)S(=O)(=O)c2ccc([N+](=O)[O-])cc2)cc1	·	·	12%	-3%	·	5%	17%
N/C(=N\OC(=O)Cc1ccccc1[N+](=O)[O-])c1ccncc1	-7	0%	18%	4%	-2	5%	26%
Cc1cc(C)nc(N/C(=N\S(=O)(=O)Cc2ccccc2)Nc2ccc(F)c(Cl)c2)n1	-14	5%	-8%	-2%	1	0%	9.3µM*
Cc1ccccc1NC(=O)N1CCc2ccccc2C1	38	-6%	24%	6%	27	-5%	13%
COc1ccc(-c2nc(-c3ccncc3)no2)cc1	88*	-9%	58%[activator]	0%	53*	-6%	101%[activator]
NC(=O)COC(=O)/C=C/c1ccccc1[N+](=O)[O-]	-18	-1%	15%	0%	11	12%	8%
CC(C)(C)c1ccc(S(=O)(=O)Nc2ccccn2)cc1	5	0%	-12%	1%	2	?	66%[activator]
COc1ccc(CN2CCN(Cc3cc4ccccc4o3)CC2CCO)cc1C (configuration not stated)	-20	1%	0%	-1%	0	?	-23%
CCOC(=O)c1c(-c2ccc(C)c(C)c2)csc1NC(=O)C1CC=CCC1C(=O)O (configuration not stated)	-7	1%	·	-1%	1	7%	3%
COc1cc(OC)c(CN2CCC(CO)(CCOc3ccccc3)CC2)c(OC)c1	-7	7%	?	3%	-8	?	0%
CCOC(=O)c1c(C)[nH]c(C)c1C(=O)C(Cc1ccccc1)N(C)C (configuration not stated)	-8	-1%	·	4%	-3	7%	-2%
C=CCN1C(=O)C2(/C(=C(\O)c3ccc4c(c3)OCCO4)C(=O)C(=O)N2CCCOC)c2ccccc21 (configuration not stated)	4	1%	-21%	7%	-1	26%	?
COc1ccc(-c2cc(C(F)(F)F)nc(SCC(=O)NCCCN3CCOCC3)n2)cc1	-6	0%	12%	3%	-2	-6%	?
COc1cccc(C2CCCN2Cc2nc(CC3CC3)no2)c1 (configuration not stated)	-3	-4%	-2%	0%	-1	6%	?
CSc1nc(N(C)C)c2ccccc2n1	15	-2%	-6%	-1%	-1	?	-2%
COc1ccc(N(CC(=O)Nc2ccccc2C(=O)NCCc2ccccc2)S(C)(=O)=O)cc1OC	-3	15%	?	-20%	-3	11%	·
O=C(OCC(=O)N1CCCC1=O)c1cccc(S(=O)(=O)N2CCOCC2)c1	-9	-1%	8%	1%	-1	13%	32%[activator]
CS(=O)(=O)N(CC(=O)N1CCN(c2cccc(Cl)c2)CC1)C1CCCCC1	-2	5%	-14%	0%	-3	-7%&15%	·
CSc1nnc(-c2cccn(Cc3ccccc3)c2=O)o1	31	4%	1%	3%	11	9%	?

Screening data as filed in PubChem BioAssay.
